# From PubChem BioAssay
# OX1R antag-1 – antagonists of human orexin 1 receptor (OX1R); AID 485270; hit rate 1.8% among 330,000; inhibition, % at 6.6 µM; O43613; OX1R-expressing cells, FRET antagonist read-out; in the data active = inhibition mostly above about 38%, no sharp cut-off; inactive = mostly below about 40%;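 note: 0% = agonist challenge alone and 100% = reference antagonist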
# Target sequence (O43613 whole entry, looked up): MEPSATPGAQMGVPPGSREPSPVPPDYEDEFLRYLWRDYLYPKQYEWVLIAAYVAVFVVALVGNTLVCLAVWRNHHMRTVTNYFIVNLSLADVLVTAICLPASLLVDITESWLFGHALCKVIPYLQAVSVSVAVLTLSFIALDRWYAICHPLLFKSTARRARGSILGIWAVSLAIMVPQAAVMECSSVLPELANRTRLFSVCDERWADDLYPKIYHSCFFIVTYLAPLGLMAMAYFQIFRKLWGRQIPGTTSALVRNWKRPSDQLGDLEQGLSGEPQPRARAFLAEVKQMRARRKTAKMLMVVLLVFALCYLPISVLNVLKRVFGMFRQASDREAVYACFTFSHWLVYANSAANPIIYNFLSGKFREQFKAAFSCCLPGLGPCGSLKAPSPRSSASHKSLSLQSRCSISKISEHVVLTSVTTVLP
# OX1R antag-2 – human HCRTR1 antagonism. O43613. CHO/OX1R cells, Fluo-8 calcium fluorescence, orexin A. inhibition, % at 5 µM. hit rate 0.43% among 330,000. AID 434989;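 active = inhibition above its plate's threshold, mean inhibition of all tested compounds on the plate plus 3 SD, cut at about 37% in these data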;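 note: 0% = orexin A challenge wells and 100% = SB-334867-A antagonist wells; not every result past the cut was called active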
# Numbers without * were called inactive.
compound	OX1R antag-1	OX1R antag-2
Cc1ccc(NC(=O)CSc2nnnn2-c2cccnc2)c(C)c1	16.6	-24.8
COc1ccc(C(=O)c2c(N)sc3c2CCN(C)C3)cc1	0.2	-31.2
O=C(NCc1ccccc1)C(c1cccnc1)N(C(=O)c1ccccn1)c1ccc(F)cc1 (configuration not stated)	18.3	-21.4
CC(C)c1ccc(NC(=O)C(c2ccccc2)N2CC(=O)Nc3ccccc32)cc1 (configuration not stated)	16.0	-1.7
Clc1cccc(CN2CCCCCC2)c1Cl	2.7	-17.6
Brc1ccc2c(c1)OCCOCCOCCOCCOCCOCCO2	16.4	-20.6
COc1cc(C(=O)NC2CCN(C)CC2)ccc1Nc1ncc2c(n1)N(C1CCC(O)CC1)CCC(=O)N2C (configuration not stated)	5.5	-10.4
O=c1[nH]c(NCCO)c(N=Cc2ccccc2)c(=O)[nH]1	15.6	-4.4
O=C(COc1ccccc1)N[C@@H]1c2ccccc2CC[C@H]1OCc1ccccc1	11.7	9.2
O=C1CCCN1c1cc(Cl)ccc1Cl	16.5	-17.3
O=C(COC(=O)c1ccc(Br)c(S(=O)(=O)N2CCOCC2)c1)NC1CC1	5.6	-17.9
CCc1ccc(NC(=O)[C@H](C)NC(=O)C2CCN(C(=O)[C@@H](N)C(C)C)CC2)cc1	-2.4	-10.8
Cc1ccccc1C(=O)Nc1ccc(N(C)C)c2ccccc12	19.8	-22.4
COC(=O)c1cc(Sc2c(Cl)cccc2Cl)ccn1	-2.6	-12.8
CCCn1c(SCC(=O)Nc2cccc(Cl)c2Cl)n[nH]c1=O	15.6	-25.0
CCCn1c(=O)[nH]c(=O)c2c1nc(-c1ccc(OC(F)(F)C(F)C(F)(F)F)cc1)n2CCOC (configuration not stated)	35.2	-9.7
O=C(Nc1ccc(F)cc1)OCCN1CCN(Cc2ccccc2)CCC1=O	10.0	-12.1
CCN(CC(=O)c1c(N)n(C)c(=O)n(C)c1=O)c1cccc2ccccc12	20.8	-32.2
Nc1ccccc1Sc1ccccc1[N+](=O)[O-]	32.6	-17.3
Cc1ccc(C(=O)Nc2cccc3cccnc23)cc1C	68.5*	35.1
Cc1ccc(-c2nnn(CC(=O)N(c3ccccc3F)C(C(=O)NC3CCCC3)c3ccco3)n2)o1 (configuration not stated)	45.1*	9.6
CCOC(=O)c1ccc(NC(=S)NCCc2ccc(OC)c(OC)c2)cc1	14.9	-27.7
Cn1c(=O)c2c(nc(NC3CCCC3)n2C)n(C)c1=O	-1.4	-3.1
CC(C)c1nn2c(N)c(/C=C3\C=Nc4ccccc43)c(=O)nc2s1	81.7*	2.3
Cc1cc(=O)oc(C)c1C(=O)NCCNC(=O)c1c(C)cc(=O)oc1C	9.1	-11.5
O=C(CSc1nnnn1-c1ccccc1)N1N=CCC1c1ccccc1 (configuration not stated)	11.8	-15.9
COc1ccc2ccccc2c1/C=N/NC(=O)c1nnn(-c2nonc2N)c1CN(C)C	5.9	-13.1
CCc1ccc(C(=O)C(C)OC(=O)c2cccc(S(=O)(=O)N3CCOCC3)c2)cc1 (configuration not stated)	22.9	-9.5
Cc1nc2c(C#N)c[nH]n2c(=O)c1Cc1ccccc1	7.9	-2.7
CCOc1ccccc1/C=N/Nc1nc2ccccc2o1	29.2	-23.4
Cc1nonc1NC(=O)c1oc2ccccc2c1C	8.0	-9.3
COCCNC(=O)C(=O)Nc1ccc2c(c1)N(S(=O)(=O)c1cccs1)CCC2	8.0	-13.4
Cn1nc(C(=O)NC2CCC(O)CC2)c2ccccc2c1=O (configuration not stated)	6.3	1.1
CCCCN1C(=N)N([C@@H](C)CN2CCC[C@H]2CN2C(N)=NC[C@H]2CC(C)C)C[C@H]1[C@H](C)CC	5.6	-21.4
Cc1cc(C)c(C)c(S(=O)(=O)N2C(=S)NC(=O)C2CC(C)C)c1C (configuration not stated)	63.3	-20.1
CCOc1ncccc1C(=O)OCC(=O)Nc1c(C)cccc1C	14.6	-26.0
O=C(CCS(=O)(=O)c1ccc(Cl)cc1)NCCN1C(=O)S/C(=C\c2ccccc2F)C1=O	10.2	6.5
COCCCN1CC(=O)N2C(c3ccc(C)cc3)c3[nH]c4ccccc4c3C[C@H]2C1=O (some centres not stated)	-7.9	-28.3
CC(C)C(=O)Nc1nnc(SCC(=O)NCc2ccc3c(c2)OCO3)s1	2.3	-18.8
CC(C)(C)c1ccc(C(=O)NNC(=O)C2CCCCC2)cc1	12.4	16.2
O=C1NC(=O)C2(COC3(CCCC3)OC2)S1	6.7	-1.1
O=C(O)C(Cc1ccccc1)N1CCS(=O)(=O)CC1 (configuration not stated)	9.2	-2.0
CC1CCN(S(=O)(=O)c2ccc3c(c2)N(CC(=O)NCCCN2C(C)CCCC2C)C(=O)CO3)CC1 (configuration not stated)	16.5	-8.3
COc1cccc(C2CC(=O)Nc3c2c(=O)n(C)c(=O)n3C)c1OC (configuration not stated)	1.6	4.3
COc1ccccc1N1CCN(CCN2C(=O)C3CCCCN3C2=O)CC1 (configuration not stated)	15.0	-13.8
COc1ccc(CNC(=O)COC(=O)c2ccccc2C(=O)c2ccccc2)cc1	12.3	-26.0
COC(=O)c1ccc(C(=O)NC2CCCc3c2cnn3-c2cc(F)cc(F)c2)nc1 (configuration not stated)	7.4	-17.0
CCN1CCN(c2cc(C)c3cc(NC(=S)NCCN(C)C)ccc3n2)CC1	3.0	-19.7
COc1cc(OC)cc(-c2c(C#Cc3ccsc3)c3cc(Br)ccc3n2C)c1	4.1	-0.4
COC(=O)c1cc(S(=O)(=O)NC2CCN(Cc3ccccc3)CC2)cn1C	-0.5	-29.6
O=C(COc1cccnc1[N+](=O)[O-])Nc1cccc(Br)c1	13.4	-20.7
COc1cccc(NC(=O)Cn2c(CCC(=O)O)ccc2-c2cccs2)c1	39.6	-1.7
CC(=O)Nc1sc2c(c1C(=O)N1CCOCC1)CCCCC2	18.9	4.1
Cc1cc(C)n2nc(C(=O)OCC(=O)NC3CCCCC3)nc2n1	8.2	-7.8
O=C(CSc1nc2ccccc2c(=O)n1CC1CCCO1)NCCc1ccccc1 (configuration not stated)	13.3	-21.4
Cn1nnnc1NCc1cccc(Cl)c1	3.9	-3.9
CC(=O)Nc1ccc(C=NNc2ccc([N+](=O)[O-])cc2S(=O)(=O)Nc2ccccc2C(=O)O)cc1	0.3	-12.2
CCN(CC(=O)Nc1ccc(NC(C)=O)cc1)C(=O)CSCC(=O)Nc1ccc(C)cc1	8.6	0.4
CCOC(=O)c1c(NC(C)=O)sc2c(O)c(Br)ccc12	14.3	-11.1
COc1ccccc1CNc1nc2nc3c(c(=O)n2[nH]1)CCC3	17.8	-1.4

# Following part
Compound | OX1R antag-1 | OX1R antag-2
COc1ccccc1CNC(=O)COC(=O)c1ccccc1SCC(=O)N1CCCC1 | 24.0 | -38.5
CCOc1ccccc1NC(=O)c1sc2ncn(CC(=O)N3CCOCC3)c(=O)c2c1C | 12.8 | -22.1
C=CCOc1ccc(/C=C/C(=O)OC(C)C(=O)Nc2ccc(NC(C)=O)cc2)cc1 (configuration not stated) | 22.2 | 0.6
Cc1cc(C(=O)OCC(=O)NC2CCS(=O)(=O)C2)c2ccccc2n1 (configuration not stated) | 0.7 | -4.5
COc1cccc(-c2cc(C(=O)NCc3cccs3)no2)c1 | 12.4 | -24.0
CN(Cc1cnn(C)c1)C(=O)c1sc2cccc(Cl)c2c1Cl | 12.6 | -40.7
COC(=O)Cn1c(CCC(=O)O)ccc1-c1ccccc1 | 12.2 | -22.2
Cc1ccc(NC(=O)CN(C)C(=O)Cn2cc(C(F)(F)F)ccc2=O)cc1 | 4.7 | -4.8
O=C(Nc1nc2ccccc2s1)NC1CCCCC1 | 23.3 | -30.7
COc1ccccc1NS(=O)(=O)c1cc(C(=O)N2CCCCCCC2)ccc1C | 22.1 | -27.4
CC(C)N(CCNC(=O)c1oc(=O)c2ccccc2c1-c1ccccc1)Cc1ccco1 | 12.6 | -30.1
C=CCc1cccc(/C=N/NC(=O)CNc2ccccc2OC)c1O | 17.1 | -14.0
CCOC(=O)c1cc(C(C)=O)n2ccccc12 | 12.9 | -17.2
Cc1cc(Oc2ccccc2)nc(-c2ccccc2)n1 | 7.3 | -23.4
C=CCNc1nc(-c2ccccc2)c(C(=O)OCC)cc1C#N | 28.4 | -42.5
CN1CCN(c2nc3c(c(=O)[nH]c(=O)n3C)n2CCSc2nc3ccccc3s2)CC1 | 5.3 | -14.7
O=C(CCc1nc2sc3c(c2c(=O)[nH]1)CCCC3)NCCc1ccccc1 | 15.7 | -19.7
Cc1nc2nc(N)nc(OCc3ccccc3)c2nc1C | 11.4 | -6.7
COc1cccc(Nc2ccc(C(=O)O)cc2[N+](=O)[O-])c1 | 23.4 | 12.5
Cc1ccccc1N1CCN(CC(=O)NCc2ccc(Cl)cc2)CC1 | 8.3 | -38.1
Cc1ccc(CSc2nc(N)cc(N)n2)cc1 | 0.2 | -12.8
CCCCCOC(=O)CSc1nnc(-c2ccccc2)c(=O)[nH]1 | -0.9 | -0.1
COc1ccc(S(=O)(=O)Nc2ccc(F)cc2)c(C)c1C | 10.1 | -3.1
O=C(NCc1ccncc1)c1ccc(S(=O)(=O)Nc2ccccc2)cc1 | 9.7 | -5.0
O=c1nc(-c2ccccc2)n(-c2ccccc2)c2ncccc12 | 7.3 | 3.9
Cc1nc(C)c(-c2ccc(SCc3ccccc3C)nn2)s1 | 22.5 | -20.8
FC(F)(F)c1ccccc1CN1CCN(C2CCCCCC2)CC1 | 9.6 | -29.5
O=C(COC(=O)c1n[nH]c2ccccc12)NCc1ccccc1 | 6.5 | -10.1
O=C(Nc1ccc(N2CCCCC2)cc1)C(Cl)c1ccccc1 (configuration not stated) | 16.4 | -20.3
C=CCNS(=O)(=O)c1ccc(N2C(=O)c3ccccc3C2=O)cc1 | 7.4 | 5.5
O=C(NC(=O)c1ccccc1)Nc1ccccc1 | 13.9 | -13.0
CCCCNC(=S)N(C)/N=C/c1ccc2c(c1)OCO2 | 29.3 | -164.1
O=C(N/N=C/C(Br)=C/c1ccccc1)c1n[nH]c2c1CCC2 | 9.4 | -16.9
COc1cccc(N2C(=O)N(c3ccccc3Cl)C3CS(=O)(=O)CC32)c1 (configuration not stated) | 13.1 | -10.9
CCOc1ccccc1-c1nc(-c2cccc(Br)c2)no1 | 16.7 | -18.9
CCC(C)c1ccc(NC(=O)c2cccnc2)cc1 (configuration not stated) | 14.2 | -5.1
C[N+](C)(C)CCN1C(=O)CSC1=O | 5.4 | -4.0
CC[C@]12c3[nH]c4ccc(Cl)cc4c3CCN1C(=O)[C@@H](CC(=O)NCc1ccco1)C[C@@H]2C(=O)N1CCN(C(=O)c2ccco2)CC1 | 0.4 | -24.3
CC12CCC(=O)N1C(C(=O)Nc1ccccc1N1CCCCC1)CS2 (configuration not stated) | 1.5 | 0.0
COc1ccc(NC(=O)CC2C(=O)NCCN2C(=O)c2ccccc2)cc1 (configuration not stated) | 6.0 | 0.9
COC(=O)COc1ccc2c(-c3ccc(OC)cc3)cc(=O)oc2c1 | 21.3 | -2.8
COc1ccc(-n2c(=S)[nH]c3cc(C(=O)NCc4ccccc4)ccc3c2=O)c(OC)c1 | 11.6 | -19.5
O=C(Nc1ccc(F)c(Cl)c1)c1cncs1 | 9.1 | -15.0
COc1ccc(CCNC(=O)c2ccc(Cl)cc2)cc1OC | 16.6 | -7.8
Cc1cc(Cn2nc(-c3ccccc3)cc2C(=O)NCC2CC2)on1 | 13.3 | -10.5
N#Cc1cccc(C(=O)Nc2cccc(S(=O)(=O)N3CCCC3)c2)c1 | 6.6 | -20.8
CCC(C)(C)C(=O)Nc1ccc(OC)cc1[N+](=O)[O-] | 10.3 | -16.8
Cc1cc(C(=O)N2CCN(Cc3ccc4c(c3)OCO4)CC2)on1 | 7.6 | -12.8
CCN(CC)CCN1C(=O)C(=O)/C(=C(/O)c2ccc(C)cc2)C1c1cccnc1 (configuration not stated) | 3.1 | -7.0
Cc1c(CCC(=O)N[C@@H](CC(C)C)C(=O)O)c(=O)oc2cc3oc4c(c3cc12)CCCC4 | 16.0 | -23.2

# Arranged by value in OX1R antag-2 (smallest number first): three of the compounds above.
Compound | OX1R antag-1 | OX1R antag-2
N#Cc1cccc(C(=O)Nc2cccc(S(=O)(=O)N3CCCC3)c2)c1 | 6.6 | -20.8
O=C(Nc1ccc(F)c(Cl)c1)c1cncs1 | 9.1 | -15.0
Cc1cc(Cn2nc(-c3ccccc3)cc2C(=O)NCC2CC2)on1 | 13.3 | -10.5

# New compounds follow
Compound | OX1R antag-1 | OX1R antag-2
Cc1ccc(-c2csc3ncnc(SCC(=O)c4ccc5c(c4)OCCO5)c23)cc1 | 0.2 | -0.3
CCn1cc(C(=O)NCCC(C)C)c(=O)c2cc(F)c(N3CCN(C)CC3)cc21 | 4.0 | -8.0
Cc1ccc(SCCC(=O)N2CCOCC2)cc1 | 16.8 | -4.0
C=CCN=C1SC(C)C(=O)N1S(=O)(=O)c1ccccc1 (configuration not stated) | 14.8 | -17.7
CCN1CCN(Cc2ccc(NC(=O)c3cc(NC(=O)c4ccno4)cc(OC)c3)cc2C(F)(F)F)CC1 | 15.2 | -17.1
COc1ccc(OCc2nc3c4c(ncn3n2)-c2ccccc2CC42CCCC2)cc1 | 1.4 | -3.6
Cc1cc(C)c(S(=O)(=O)N(C)CC(=O)NCc2ccccn2)c(C)c1 | 16.7 | -6.7
CCCCCCC(C)n1cc(C(C)=O)c(=O)[nH]c1=O (configuration not stated) | 9.7 | -25.4

# Exported with values under each structure: part of the list above
# Values in the order: OX1R antag-1 | OX1R antag-2
- CCn1cc(C(=O)NCCC(C)C)c(=O)c2cc(F)c(N3CCN(C)CC3)cc21
  4.0 | -8.0
- Cc1ccc(SCCC(=O)N2CCOCC2)cc1
  16.8 | -4.0
- C=CCN=C1SC(C)C(=O)N1S(=O)(=O)c1ccccc1 (configuration not stated)
  14.8 | -17.7
- CCN1CCN(Cc2ccc(NC(=O)c3cc(NC(=O)c4ccno4)cc(OC)c3)cc2C(F)(F)F)CC1
  15.2 | -17.1
